# Kir21 inh: inhibitors of mouse Kir2.1 inward-rectifier potassium channel. P35561. HEK293-Kir2.1, FluxOR thallium flux fluorescence; active compounds read low. B-score at 10 µM. 310,000 compounds, 0.85% hits. AID 1672;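 active = fluorescence ratio B-score at or below minus 3 SD of library scores, with starting-brightness B-score within 2 SD, cut at about -4.2 in these data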;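 also: channel flux triggered by added potassium and thallium sulfate stimulus; B-score of peak minus minimum fluorescence over baseline after thallium stimulus; more negative B-score means stronger Kir2.1 block with less thallium influx; some compounds called inactive have numbers as strong as hits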
# KCNQ2 block: KCNQ2 potassium channel inhibitors, primary screen, cell-based, CHO-K1, FluxOR thallium flux, B-score (AID 2156). O88943. 20 min; active compounds read low. B-score at 10 µM. 310,000 compounds, 1.1% hits;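 active = fluorescence ratio B-score at most minus 3 library SDs, with starting brightness B-score within 2 library SDs, cut at about -5.5 in these data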
# Target sequence (O88943 whole entry, looked up): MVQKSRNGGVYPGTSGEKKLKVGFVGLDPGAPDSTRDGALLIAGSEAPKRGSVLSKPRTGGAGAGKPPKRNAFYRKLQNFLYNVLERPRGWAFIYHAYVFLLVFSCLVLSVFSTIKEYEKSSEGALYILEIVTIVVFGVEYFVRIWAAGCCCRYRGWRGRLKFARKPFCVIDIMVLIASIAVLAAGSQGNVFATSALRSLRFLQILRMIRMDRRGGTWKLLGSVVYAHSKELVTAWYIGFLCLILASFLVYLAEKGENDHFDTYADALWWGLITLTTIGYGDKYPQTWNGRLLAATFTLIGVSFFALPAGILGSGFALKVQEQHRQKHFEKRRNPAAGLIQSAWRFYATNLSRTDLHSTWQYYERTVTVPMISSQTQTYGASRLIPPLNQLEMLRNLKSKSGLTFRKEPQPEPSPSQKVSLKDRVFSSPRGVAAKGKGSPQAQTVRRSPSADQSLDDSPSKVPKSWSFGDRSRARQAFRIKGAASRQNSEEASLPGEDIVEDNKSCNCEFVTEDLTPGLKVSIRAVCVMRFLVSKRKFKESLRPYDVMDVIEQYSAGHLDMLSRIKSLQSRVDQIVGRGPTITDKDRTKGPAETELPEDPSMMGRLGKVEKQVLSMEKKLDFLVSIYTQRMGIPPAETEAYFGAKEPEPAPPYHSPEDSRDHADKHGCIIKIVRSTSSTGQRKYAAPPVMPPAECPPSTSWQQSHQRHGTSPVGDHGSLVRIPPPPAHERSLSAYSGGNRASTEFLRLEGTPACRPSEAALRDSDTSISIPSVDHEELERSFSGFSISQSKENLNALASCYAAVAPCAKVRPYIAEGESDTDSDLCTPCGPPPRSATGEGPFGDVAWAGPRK
# * = called active by the depositor; i = inactive.
SMILES,Kir21 inh,KCNQ2 block
COc1ccccc1NC1=NC(c2ccc(Cl)cc2)N=C(N)N1 (stereo not drawn),-0.09,i
CCCn1c(SCC(=O)O)nc2ccccc21,2.1,i
Clc1nc2c(-c3ccccc3)nnn2c2ccccc12,-1.2,i
CCCCCC(C)NC(=O)c1ccoc1C (stereo not drawn),-2.4,i
CCOC(=O)COc1cc2c(C(=O)OCC)c(C)oc2cc1Br,1.3,i
Cc1cccc(N2CN(Cc3ccco3)CNC2=S)c1C,-2.1,i
O=C(N=C1SC2CS(=O)(=O)CC2N1c1ccc(F)c(Cl)c1)C1CCCO1 (stereo not drawn),0.95,i
O=C(Nc1ccc(N2CCCCC2)c(Cl)c1)c1ncn[nH]1,0.25,i
Cc1c(-c2ccc(F)cc2)[n+](=O)c(-c2ccc(F)cc2)c(C)n1[O-],0.04,i
Cc1sc(N2CCN(S(=O)(=O)c3ccc4c(c3)NC(=O)CO4)CC2)nc1-c1ccccc1,1,i
O=C(Cn1c(NCCO)nc2ccccc21)c1ccc(Cl)cc1Cl,-3.5,i
Cn1c(-c2ccccc2)cc(=O)c2ccccc21,-0.53,i
CCN(Cc1ccccc1)Cc1cc(OC)cc(OC)c1,-0.89,i
CCCc1[nH]n(-c2nc3ccccc3s2)c(=O)c1C=NCCCN(CC)CC,1.6,i
COc1cc(/C=C2\SC(=S)N(CCC(=O)NCCc3ccccc3)C2=O)cc(OC)c1OC,-0.71,i
Cn1c(N)c(C#N)c2c(c1=S)COC(C)(C)C2,3.8,i
O=S(=O)(c1ccc2c(c1)OCCCO2)N1CCNCC1,0.41,i
Cn1nnnc1SCc1ccc(Cl)cc1,0.57,i
COc1ccc(S(=O)(=O)N2CCCCCC2)cc1C(=O)Nc1ccccn1,1.2,i
CC(=O)c1ccc(NC(=O)CSc2nccn2CCc2ccccc2)cc1,0.35,i
Cc1cc(C(=O)N2CCCC(N3CCN(c4ccccc4C)CC3)C2)n(C)n1 (stereo not drawn),0.8,i
CSc1ccccc1OCc1cc(C(=O)NCC(C)(C)N2CCOCC2)no1,-0.1,i
CCc1cc(=O)oc2cc(C)cc(OCC(=O)N[C@@H](CSCc3ccccc3)C(=O)O)c12,-0.5,i
COc1cccc(N2CCN(C(=O)c3oc4ccccc4c3NC(=O)Cc3ccc(OC)c(OC)c3)CC2)c1,-0.15,i
COc1cccc(NC(=O)C2Cc3ccccc3CN2C(=O)c2ccco2)c1 (stereo not drawn),-2.6,i

# Reprinted from the part before: two compounds, followed by the next part.
SMILES,Kir21 inh,KCNQ2 block
COc1cccc(N2CCN(C(=O)c3oc4ccccc4c3NC(=O)Cc3ccc(OC)c(OC)c3)CC2)c1,-0.15,i
COc1cccc(NC(=O)C2Cc3ccccc3CN2C(=O)c2ccco2)c1 (stereo not drawn),-2.6,i
Cc1ccc(C(=O)c2coc3ccc(O)c(CN(C)C)c23)cc1,-0.74,i
Cc1cc(C)c(Nc2ncccc2C(=O)O)c(C)c1,-0.01,i
C/C=C(\C)CN1CCN(c2ccc(C)cc2)CC1,1,i
NC(=O)CSc1nc2ccccc2c(=O)n1Cc1ccccc1,1.7,i
Cc1ccc(-c2csc(NC(=O)CSc3nc(C)cs3)n2)cc1,-0.57,i
CCC(Cc1ccccc1)NC(=O)c1cc(S(=O)(=O)N2CCCCC2)c[nH]1 (stereo not drawn),0.57,i
COc1ccc(C2C(C(=O)N3CCN(c4ccccc4F)CC3)c3ccccc3C(=O)N2C)cc1 (stereo not drawn),-0.02,i
O=C(NCc1ccccc1)c1ccc(CS(=O)(=O)Cc2ccc(F)cc2)o1,1.3,i
N#CCCN(Cc1cccs1)C(=O)c1ccc(Cl)cc1,-0.05,i
COCCn1c(=O)[nH]c2cc(C(=O)N3CCN(c4ccc(Cl)cc4)CC3)ccc2c1=O,0.11,i
CNc1c(NS(=O)(=O)c2ccc(Br)cc2)c(=O)oc2ccccc12,-0.81,i
N#CC(c1ccccc1F)(c1ncc(C(F)(F)F)cc1Cl)N1CCOCC1 (stereo not drawn),-0.96,i
COc1ccc(C(C)NC(=O)CC23CC4CC(CC(C4)C2)C3)cc1 (stereo not drawn),-1.2,i
COc1ccc(CC(=O)NCCS(=O)(=O)N2CCN(c3ccccc3)CC2)cc1OC,2.1,i
CCOc1ccc2ccccc2c1C1NC(=O)NC(C)=C1C(=O)OCCOC (stereo not drawn),-0.2,i
COc1ccc(Cn2nnc3c(=O)[nH]c(C4CCN(C(=O)c5ccccc5Cl)CC4)nc32)cc1,1.6,i
CC(=O)c1cn(N(C)c2ncc(C(F)(F)F)cc2Cl)c(=O)[nH]c1=O,-1.1,i
Cc1cc(-c2ccc(C(C)C)c(S(=O)(=O)N3CCN(c4ccccc4)CC3)c2)on1,0,i
Cc1ccc(-n2ncc(Cl)c2C(=O)NCc2ccccc2)cc1,-2,i
CC1(C)CC(NS(=O)(=O)c2ccccc2)CC(C)(C)N1,-0.72,i
CC(=O)NCC(=O)OC(C(=O)c1ccccc1)c1ccc(Cl)cc1 (stereo not drawn),-0.25,i
COc1cccc(C(=O)NCCC2=CCCCC2)c1OC,0.9,i
COc1cccc(-c2[nH]nc3c2C(c2ccsc2)C(C#N)=C(N)O3)c1 (stereo not drawn),0.03,i
CCn1nc(C(=O)OC2CCOC2=O)c2ccccc2c1=O (stereo not drawn),-0.49,i
CCc1oc2ccccc2c1C(=O)CCN1CCCCC1,3.4,i
SMILES,Kir21 inh,KCNQ2 block
Cc1c(C(=O)N2CCCCC2)c(S(=O)(=O)NCc2ccccc2Cl)c(C)n1C,-1.7,i
Cc1cccc(NC(=S)N2CCC(c3nc4ccccc4o3)CC2)c1C,-0.49,i
Cc1cc(N)n(-c2ccccc2)n1,1,i
O=C1N=C(N2CCOCC2)S/C1=C1\C(=O)N(Cc2ccccc2)c2ccccc21,-0.67,i
O=C(Cn1ccc(=O)[nH]c1=O)Nc1ccc(C(=O)O)c(O)c1,-1.8,i
COc1ccc(C2C(C#N)=C(N)OC3=C2C(=O)CC(C)(C)C3)cc1 (stereo not drawn),1,i
O=C(O)c1cccc(CN2C(=O)SC(Nc3ccccc3)C2=O)c1 (stereo not drawn),0.67,i
COc1cccc(NC(=S)Nc2cc(C)cc(C)n2)c1,0.67,i
COc1ccccc1N1CCN(C(=O)c2cc(-c3ccc(Br)cc3)on2)CC1,1.1,i
CCOc1cc(C2C3=C(CCCC3=O)N(CC(=O)O)C3=C2C(=O)CCC3)ccc1OC,-0.2,i
O=S(=O)(c1cccc2cccnc12)N1CCCc2ccccc21,0.24,i
CC(C(=O)NCC1CCCCC1)N(C)CC(=O)Nc1ccc(N2CCOCC2)cc1 (stereo not drawn),0.37,i
COc1ccccc1CN1C[C@@H]2C[C@@H](c3cccc(C)n3)N3CCC[C@@]23C1=O,-0.02,i
Cc1ccc(C(=O)OCc2nnc(-c3ccccc3)o2)s1,0.28,i
Cc1ccccc1C(=O)Nc1cccc(NC(=O)Cn2cnc3c(=O)n(C)c(=O)n(C)c32)c1,-0.23,i
Cc1ccc(OCc2cc(C(=O)N3CCC(c4ccccc4Cl)C3)no2)cc1C (stereo not drawn),0.31,i
CC(=O)c1ccc(S(=O)(=O)N2CCN(C)CC2)cc1,1.4,i
O=C1CC(NS(=O)(=O)c2cc(F)ccc2F)CN1c1ccc2c(c1)OCCO2 (stereo not drawn),2.1,i
CC(Sc1nc(NC(C)(C)C)nc(N(C)C)n1)C(=O)Nc1ccccc1 (stereo not drawn),0.15,i
C=CCNC(=S)N1CC2(C)CN(C(=S)NCC=C)CC(C)(C1)C2=O,-0.36,i
Cc1cccnc1NC(=O)c1ccc([N+](=O)[O-])o1,0.33,i
Cc1ccc(-c2nc(SCC(=O)N(C)C3CCS(=O)(=O)C3)[nH]c2-c2ccc(C)cc2)cc1 (stereo not drawn),-0.84,i
COCCn1c(=NC(=O)c2sc3ccccc3c2Cl)sc2cc(S(N)(=O)=O)ccc21,0.18,i
O=c1[nH]c2ccc(S(=O)(=O)N3CCN(c4ccc(F)cc4)CC3)cc2o1,0.19,i
COc1ccc(-c2csc(-n3ncc(-c4ccccn4)c3N)n2)cc1,-1,i
SMILES,Kir21 inh,KCNQ2 block
COCCCN1C(=O)c2ccc(C(=O)NCc3ccccn3)cc2C1=O,-1.4,i
COc1cc2c(C(=O)N3CCN(C)CC3)c(C)oc2cc1Br,-0.1,i
C(=N\N(c1ccccc1)c1ccccc1)/c1ccc2c(c1)OCO2,-1.4,i
Oc1ccc(/C=N/N(c2ccccc2)c2ccccc2)c(O)c1O,0.24,i
Clc1cccc(CNCCCSc2ncccn2)c1Cl,2.1,i
O=c1c2ccccc2nc(/C=C/c2c[nH]c3ccccc23)n1-c1ccc([N+](=O)[O-])cc1,0.14,i
COc1ccc(C(=O)Nc2c(N)nc(SCC(=O)N3CCC(C)CC3)[nH]c2=O)cc1OC,-0.15,i
O=c1[nH]c(Nc2nc3ccccc3o2)nc2c1CCCC2,0.64,i
COc1ccc(-n2c(Cc3ccccc3)nnc2SCC(=O)N2CCCc3ccccc32)cc1,-2.9,i
Cc1cc(C)n2nc(SCC(=O)N(C)C3CCCCC3)nc2n1,-0.04,i
COc1ccc(CC(=O)Nc2cc(S(=O)(=O)N3CCOCC3)ccc2N2CCOCC2)cc1,-0.28,i
Cc1nn(C)c(C)c1C1Nc2ccccc2C(=O)N1O (stereo not drawn),0.01,i
COc1ccc(N/C(N)=N/c2nc(C)cc(=O)[nH]2)cc1,0.26,i
N#CC1=C(N)OC2=C(C(=O)CCC2)C1c1ccc(OC(=O)N2CCOCC2)cc1 (stereo not drawn),-0.68,i
COc1cc(NC(=S)NCCSc2ccc(C)cc2)cc(OC)c1,-0.57,i
Cc1ccc(OCCCC(=O)Nc2ccc(S(N)(=O)=O)cc2)cc1,0.69,i
Cc1cccc(NC(=S)NCc2cccs2)c1,-1.3,i
Cc1onc(-c2ccccc2Cl)c1C(=O)N1CCOC12CCCCC2,0.26,i
O=C(N/N=C/c1ccoc1)c1ccc(Br)cc1,0.02,i
COc1ccc(-n2cnnc2SCC(=O)c2ccc(S(=O)(=O)N3CCOCC3)cc2)cc1,0.82,i
CCC(=O)N1CN(S(=O)(=O)c2ccc(C)cc2)CC1C (stereo not drawn),-1.6,i
CCOc1ccc(CN(C)C(=O)c2cc3ccccc3o2)cc1OC,-0.49,i
CN(C)S(=O)(=O)N1CCN(c2cccc(Cl)c2)CC1,0.98,i
CN(C)CCCOc1ccc2c(c1)Sc1ccccc1CC2=O,-4.2*,i
Cc1ccc(N2C(=O)N(c3ccc(C)cc3)C3CS(=O)(=O)CC32)cc1 (stereo not drawn),-0.02,i

# Four entries out of the list above, arranged by the value under Kir21 inh, falling:
SMILES,Kir21 inh,KCNQ2 block
C/C=C(\C)CN1CCN(c2ccc(C)cc2)CC1,1,i
O=c1[nH]c(Nc2nc3ccccc3o2)nc2c1CCCC2,0.64,i
CC(=O)c1ccc(NC(=O)CSc2nccn2CCc2ccccc2)cc1,0.35,i
COc1ccc(C(C)NC(=O)CC23CC4CC(CC(C4)C2)C3)cc1 (stereo not drawn),-1.2,i

# Other structures follow:
SMILES,Kir21 inh,KCNQ2 block
O=C(O)c1ccc(NC(=O)C2(c3ccccc3)CCCC2)cc1,0.9,i
CN1C(=O)/C(=C/c2ccccc2OCc2ccc(C(=O)O)cc2)NC1=S,-0.08,i
Cc1ccc(S(=O)(=O)CCC(=O)NCCC2=CCCCC2)cc1,0.17,i
C/C(=N\OCC(=O)Nc1cc(C)cc(C)c1)c1ccc2c(c1)OCCO2,-1.3,i
O=C(O)CSc1cccc2cccc(C(=O)O)c12,-0.73,i
Cc1cccc(N2CCN(C3=NC(=O)/C(=C\c4cn[nH]c4-c4ccccc4)S3)CC2)c1,0.24,i
CCOC(=O)N1CCN(C(=S)NC(=O)c2nn(C)cc2Br)CC1,-0.14,i
O=C(c1cc2c(=O)n3ccccc3nc2s1)N1CCN(Cc2ccccc2)CC1,1.6,i
CC(=O)C(C)Oc1ncn(-c2ccccc2)n1 (stereo not drawn),-0.15,i
N/C(=N\OC(=O)c1cccs1)c1cccnc1,0.35,i
CNC(C)C#Cc1ccc2oc3cccc(OC)c3c(=O)c2c1 (stereo not drawn),-0.76,i
Cc1cccn2cc(CNS(=O)(=O)c3ccc4ccccc4c3)nc12,-1,i
CCn1cnc2c1c(=O)n(Cc1cccc([N+](=O)[O-])c1)c(=O)n2Cc1ccccc1,1.3,i
COc1ccc(C(O)c2nccn2Cc2ccccc2)cc1 (stereo not drawn),-0.09,i
O=C(NCCN1C(=O)CSC1=O)C1CC(=O)N(c2ccccc2)C1 (stereo not drawn),-1.2,i
O=C(Nc1nc(-c2ccccc2)cs1)NC1CCCCC1,0.1,i
Cc1cccc(-n2c3nc(=O)[nH]c(=O)c-3cc3c(C)nn(-c4ccccc4)c32)c1C,0.41,i
CC1CC(C)CN(c2oc(-c3ccco3)nc2C#N)C1 (stereo not drawn),-0.86,i
O=C(CCc1nnc2ccc(N3CCCC3)nn12)Nc1cc(F)ccc1F,-0.41,i
CN(CCc1ccccn1)C(=O)CCC1CCCN(C(=O)NC2CCCCC2)C1 (stereo not drawn),1.7,i
COc1ccc(CNC(=O)CN(Cc2cccs2)C(=O)CCC(=O)Nc2ccccn2)cc1,-0.92,i
CC(C)(C)c1ccc(C(=O)Nc2ncn[nH]2)cc1,1.5,i

# Entries of single compounds as entered above:
# O=C(O)c1ccc(NC(=O)C2(c3ccccc3)CCCC2)cc1 reads Kir21 inh: 0.9; KCNQ2 block: i
# CC(C)(C)c1ccc(C(=O)Nc2ncn[nH]2)cc1 reads Kir21 inh: 1.5; KCNQ2 block: i

# Arranged by length of the SMILES (rising): part of the list above.
SMILES,Kir21 inh,KCNQ2 block
CC(C)(C)c1ccc(C(=O)Nc2ncn[nH]2)cc1,1.5,i
CNC(C)C#Cc1ccc2oc3cccc(OC)c3c(=O)c2c1 (stereo not drawn),-0.76,i
Cc1ccc(S(=O)(=O)CCC(=O)NCCC2=CCCCC2)cc1,0.17,i
CCOC(=O)N1CCN(C(=S)NC(=O)c2nn(C)cc2Br)CC1,-0.14,i

# Source: PubChem
